High-throughput results from PubChem BioAssay.
ERK EGF inh – qHTS Assay for Inhibitors of the ERK Signaling Pathway using a Homogeneous Screening Assay; Stimulation with EGF. Potency, µM (highest dose often 11.5 µM), for inactives: at the highest dose activity change, negative = inhibition, most hits filed as inhibitors. 130,000 tested, 0.41% active. HEK293-V1b, EGF-stimulated phospho-ERK AlphaScreen; active means well fitted inhibition curve with a large enough effect; inconclusive means small, poorly fitted or top-dose-only effect, or effect the other way;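 further: plate controls were stimulated vehicle wells for no effect and unstimulated vehicle basal for full effect; nearly all actives have a fitted effect of over 55% in size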
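EGF-stimulated (25 nM, 5 min) phospho-ERK in HEK293 cells stably expressing V1b, cells pretreated 30 min with compound at 37C. Homogeneous AlphaScreen read on lysates.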
* marks the source's active call; other numbers are inactive results; ? = inconclusive; [ ] = another dose, or the depositor's remark. Potency means the concentration at half of the fitted maximal effect. The list is partial; rates above refer to the full screens.

SMILES	ERK EGF inh
CCc1cc2c3c(c1)C1(C(=O)N3C(C)(C)C=C2C)C(C#N)=C(N)Oc2[nH]c(=O)[nH]c(=O)c21 (stereo unspecified)	-1%[57.5 µM]
CC(=O)Nc1ccc(C(=O)NNC(=O)Cc2ccccc2)cc1	-2%
Cc1ccc(S(=O)(=O)n2nc(C)cc2N)cc1	0%[57.5 µM]
O=C(O)COc1ccccc1/C=N/NC(=O)c1cccc(S(=O)(=O)N2CCOCC2)c1	5%
Cc1cc([N+](=O)[O-])nn1CCCC(=O)Nc1cccc(Cl)c1Cl	-2%
Cc1ccc(C(=O)N/C(=C\c2cccc([N+](=O)[O-])c2)C(=O)NCc2ccncc2)cc1	12%
O=C(Cn1nnc(-c2ccc(F)cc2)n1)OCC(=O)c1ccccc1	-2%
CCOC(=O)c1c(-c2ccccc2)csc1NC(=O)CSc1nncs1	-3%
O=C(N1CCCCCC1)n1c(Cc2ccccc2)nc2ccccc21	8%
Cn1cnnc1SC1c2cccc3cccc(c23)C1NS(=O)(=O)c1ccc(Cl)cc1 (stereo unspecified)	6%
CC1CCCN(CCCOc2ccc(Br)cc2Cl)C1 (stereo unspecified)	1%[57.5 µM]
Cc1nnc(C)n1N	-9%

Overlap with the part before: two compounds, then new ones.
SMILES	ERK EGF inh
CC1CCCN(CCCOc2ccc(Br)cc2Cl)C1 (stereo unspecified)	1%[57.5 µM]
Cc1nnc(C)n1N	-9%
CC(C)C(OC(=O)c1cccs1)C(=O)NC1CCCCC1 (stereo unspecified)	4%
Clc1ccc2nc(CSc3ncn[nH]3)cn2c1	-15%
O=C(NC(Cc1ccccc1)C(=O)O)/C(=C/c1ccc(F)cc1)NC(=O)c1ccccc1 (stereo unspecified)	-5%
Cc1ccc(NC(=O)c2cc(N3C(=O)C=CC3=O)ccc2Cl)cc1C	5%
COc1ccccc1CNC(=O)C(NS(=O)(=O)c1cccc2nsnc12)C(C)C (stereo unspecified)	4%[57.5 µM]
CN(C)/C=C1\Oc2ccc3ccccc3c2C1=O	-6%
CCN(c1ccccc1)S(=O)(=O)c1cc(NC(=O)CSc2n[nH]c(=O)[nH]c2=O)ccc1Cl	-8%[57.5 µM]
Cc1ccc(CN2CCSc3sccc3C2=O)cc1	-7%
Cc1ccc(NC(=O)c2sc(N)nc2-c2ccccc2)cc1C	-7%
Cc1ccc(Cl)cc1NC(=O)COC(=O)C1CC1	-18%
CC1=CC(C)(C)n2c(O)c(N=NC(N)=S)c3cccc1c32	2%
CCCCCCc1cc2cc(C(=O)Nc3ccccc3OC)c(=O)oc2cc1O	-4%
C/C(=N/NC(=O)c1ccco1)c1ccc(NC(=O)c2ccc(F)cc2)cc1	1%
CCOC(=O)c1ccc2ncc(C(=O)OCC)c(Nc3ccc(N4CCOCC4)cc3)c2c1	?
Cc1nn(-c2ccccc2)c(Cl)c1/C=C1/C(=N)N2N=C(C(C)C)SC2=NC1=O	3%
CC(C)(C)NC(=O)COC(=O)c1ccc(F)cc1Cl	-9%
O=C1CC(N2CCC(O)(c3ccc(Br)cc3)CC2)C(=O)N1c1ccc(Cl)cc1 (stereo unspecified)	-4%
CC(CCC(=O)O)C1CCC2C3CC(O)[C@@H]4CC(O)CC[C@]4(C)C3CC[C@@]12C (stereo partly specified)	12%
CC(=O)N1CCC(=NNc2ccc(S(N)(=O)=O)cc2[N+](=O)[O-])CC1	5%[57.5 µM]
Cc1ccccc1NC(=O)NC1(C(=O)N2CCCC2)CCCCC1	7%
COCCNC(=O)C(OC(=O)c1cccs1)c1ccc(F)cc1 (stereo unspecified)	-7%
COc1ccc(CCNC(=O)COC(=O)/C=C/c2cccs2)cc1OC	3%
CC(=O)c1c(C)[nH]c(C(=O)N(C)C(c2ccccc2)c2ccccc2)c1C	-5%
CC(=O)[C@@]1(O)CC[C@H]2[C@@H]3C[C@H](C)C4=CC(=O)CC[C@]4(C)[C@H]3CC[C@@]21C	-12%[57.5 µM]
Cc1cccc(C(=O)N(Cc2nc3ccccc3c(=O)[nH]2)C2CCCC2)c1	-6%
Cn1cc(C(=O)N/N=C/c2ccc([N+](=O)[O-])cc2)c2ccccc21	0%[57.5 µM]
CCCC(=O)OC/C(O)=C(\C#N)c1nc2ccccc2[nH]1	-6%
CCCNC(=O)/C(=C/c1cn(S(=O)(=O)N(C)C)c2ccccc12)NC(=O)c1ccc(OC)cc1	-1%[57.5 µM]
CCc1ccc(C(=O)COC(=O)c2cc([N+](=O)[O-])ccc2NCCO)cc1	-3%
CCOC(=O)CSc1cc(-c2ccccc2)nc2ncnn12	-22%[57.5 µM]
O=C1CCc2cc(S(=O)(=O)NCCC(=O)N3CCN(c4cccc(Cl)c4)CC3)ccc2N1	9%
CC(=O)Nc1ccc(S(=O)(=O)N2CCN(CC(=O)N3CCOCC3)CC2)cc1	0%[57.5 µM]
O=c1cc(-c2cccc(O)c2)oc2ccc(O)cc12	8%
CCCCC(=O)Nc1cccc(C(=O)N/N=C/c2ccc(OC)cc2OC)c1	6%
CN(Cc1ccccc1)C(=O)c1[nH]cnc1C(=O)N[C@@H](CCCCNC(=O)OC(C)(C)C)C(=O)OC(C)(C)C	-2%[57.5 µM]
Cc1cc(NC(=O)c2ccc3c(c2)C(=O)N(C(C)(C)C)C3=O)no1	-3%[57.5 µM]

Arranged by molecular weight (largest number first): four of the compounds above
SMILES	ERK EGF inh
CN(Cc1ccccc1)C(=O)c1[nH]cnc1C(=O)N[C@@H](CCCCNC(=O)OC(C)(C)C)C(=O)OC(C)(C)C	-2%[57.5 µM]
CCc1ccc(C(=O)COC(=O)c2cc([N+](=O)[O-])ccc2NCCO)cc1	-3%
CCOC(=O)CSc1cc(-c2ccccc2)nc2ncnn12	-22%[57.5 µM]
O=c1cc(-c2cccc(O)c2)oc2ccc(O)cc12	8%

The list goes on.
SMILES	ERK EGF inh
CN(C(=O)c1ccc2c(c1)SC1=NS(=O)(=O)CCN12)C(c1ccccc1)c1ccccc1	0%
COC(=O)c1ccc(/C=C/C(=O)c2cccc(OC)c2)cc1	10%
CCNS(=O)(=O)c1ccc(CCC(=O)NC2CCCC2)cc1	4%
Nc1ccc2c(c1)OCCOCCOCCOCCOCCO2	9%
CCOC(=O)Cn1ccc(-c2ccccc2)c(C#N)c1=O	-9%
CC1(C)OC2C(CO)OC(n3cnc4c(=S)nc[nH]c43)C2O1 (stereo unspecified)	-3%[57.5 µM]
On1c(-c2ccc(Cl)cc2)nc2ccccc21	7%
C/C(=N\NC(=S)Nc1ccc(C(C)C)cc1)c1ccc2c(c1)OCO2	-1%
COc1ccc(C(=O)NC(=S)Nc2ccc(S(=O)(=O)Nc3cc(C)on3)cc2)cc1OC	-2%[57.5 µM]
COC(=O)C1=C(Nc2ccc(C)cc2)C=C(C)C(C(=O)OC)C1c1ccc(F)cc1 (stereo unspecified)	?
O=C(C1CCCN(S(=O)(=O)c2ccccc2[N+](=O)[O-])C1)N1CCN(c2ccccc2)CC1 (stereo unspecified)	18%
O=c1c2ccccc2c(/C=N/c2n[nH]c(CCCO)n2)c(O)n1-c1ccccc1Cl	4%
CSc1ncccc1C(=O)N1CCCC(C(=O)c2ccc3ccccc3c2)C1 (stereo unspecified)	3%
O=C(/C=C/c1ccccc1)c1ccc2c(c1)OCO2	1%[57.5 µM]
O=C(NCCCN1CCOCC1)c1ccc(NC(=O)C2COc3ccccc3O2)cc1 (stereo unspecified)	0%
CCn1c(SCC(=O)NC2CCS(=O)(=O)C2)nnc1-c1ccccc1 (stereo unspecified)	-1%
O=C(O)c1ccccc1SC1CC(=O)N(c2ccc3c(c2)OCO3)C1=O (stereo unspecified)	6%
CN(C)S(=O)(=O)c1cccc(NC(=S)N2CCCCC2CO)c1 (stereo unspecified)	0%
COc1ccc(C(=O)Nc2ccc3nc(N4CCCCC4)cc(C)c3c2)c(OC)c1	-3%
O=C(CN1CCC(NC(=O)c2ccc(Br)cc2)CC1)NCc1cccs1	-2%
Cc1c(CNCC(C)c2ccccc2)c(C(=O)O)c(C)n1Cc1ccccc1 (stereo unspecified)	-2%[57.5 µM]
CCOc1ccc2c(c1)C(c1ccc(C)o1)=NNC(c1ccncc1)=N2	-1%
COc1ccc(CN2CN(S(=O)(=O)c3ccccc3)c3nc4ccccc4nc32)cc1	10%[57.5 µM]
CCOC(=O)C(=CNc1ccc2c(c1)CCN2C(C)=O)C(=O)OCC	-4%[57.5 µM]
C/C=C1\C2C=C(C)C[C@@]1(N)c1ccc(=O)[nH]c1C2	10%
COc1cccc(N2CCN(c3cnc4ccccc4n3)CC2)c1	-2%
CN1CCC(=NOc2ccc([N+](=O)[O-])cc2)CC1	-10%
Cc1cccc(NC(=S)NC2CCCCC2)n1	-12%[57.5 µM]
CCCn1nc(C(=O)Nc2ccc3nc(C)sc3c2)c2ccccc2c1=O	-7%
COc1ccc([N+](=O)[O-])cc1NC(=O)C1(c2ccc(OC)c(OC)c2)CCOCC1	-3%
CCCCCCOC(=O)Nc1ccc(S(=O)(=O)Nc2cccc([N+](=O)[O-])c2)cc1	?
COc1ccc(CN(CCN(C)C)c2ncccn2)cc1	3%
Nc1nnc(SCc2ccccc2)n1-c1ccccc1	15%
CC1(C)OC2C(O1)[C@@H](CO)O[C@H]2n1cnc2c(N)ncnc21 (stereo partly specified)	2%[57.5 µM]
COc1ccccc1NC(=O)c1ccc(CSc2ncccn2)cc1	-7%
COC(=O)c1ccc(-n2nc(C(F)(F)F)c3c2-c2ccoc2CC3)cc1	-7%

Grouped by structure, the entries above with a tert-butyl group (three)
SMILES	ERK EGF inh
CC(C)(C)NC(=O)COC(=O)c1ccc(F)cc1Cl	-9%
CN(Cc1ccccc1)C(=O)c1[nH]cnc1C(=O)N[C@@H](CCCCNC(=O)OC(C)(C)C)C(=O)OC(C)(C)C	-2%[57.5 µM]
Cc1cc(NC(=O)c2ccc3c(c2)C(=O)N(C(C)(C)C)C3=O)no1	-3%[57.5 µM]

New compounds follow
SMILES	ERK EGF inh
Cc1ccc(C23CC4CC(CC(CC(=O)N5CCOCC5)(C4)C2)C3)cc1	9%
CCOC(=O)C1CCN(S(=O)(=O)c2ccc(C(C)(C)C)cc2)CC1	0%
O=C(C[n+]1ccc(C(=O)NCc2ccccc2)cc1)c1ccc(OC(F)F)cc1	-1%[57.5 µM]
CN(c1nc2ccccc2n2c(C3CC3)nnc12)S(=O)(=O)c1ccccc1	-11%[57.5 µM]
Cn1ccnc1/C(=N\NC(=O)c1ccc(O)cc1)c1cccc([N+](=O)[O-])c1	-2%[57.5 µM]
CC(=O)c1cccc(NC(=O)c2nc(-c3ccccc3)oc2C)c1	2%
CCOc1cc(N2CCOCC2)c(OCC)cc1NC(=S)NCCCOC	-7%
O=C(NC1CCN(Cc2ccccc2)CC1)c1ccc(I)cc1	4%
CC(C)(C)OC(=O)NCc1ccc(NC(=O)c2nc[nH]c2C(=O)N[C@@H](Cc2ccccc2)C(=O)OCc2ccccc2)cc1	-10%[57.5 µM]
S=c1[nH]nc(-c2cccnc2)n1/N=C/C=C/c1ccco1	-7%
COc1ccc(C(=O)Nc2ccccc2C(=O)NC(Cc2ccc(O)cc2)C(=O)NNC(=O)c2ccccc2)cc1 (stereo unspecified)	-1%
O=C(Oc1c(Cl)cc(Cl)c2cccnc12)c1cccc([N+](=O)[O-])c1	-7%

Looked up above:
ERK EGF inh with Cc1ccc(C23CC4CC(CC(CC(=O)N5CCOCC5)(C4)C2)C3)cc1 → 9%
ERK EGF inh with S=c1[nH]nc(-c2cccnc2)n1/N=C/C=C/c1ccco1 → -7%
ERK EGF inh with O=C(Oc1c(Cl)cc(Cl)c2cccnc12)c1cccc([N+](=O)[O-])c1 → -7%
ERK EGF inh with CCOc1cc(N2CCOCC2)c(OCC)cc1NC(=S)NCCCOC → -7%
ERK EGF inh with CC(=O)c1cccc(NC(=O)c2nc(-c3ccccc3)oc2C)c1 → 2%
ERK EGF inh with CC(C)(C)OC(=O)NCc1ccc(NC(=O)c2nc[nH]c2C(=O)N[C@@H](Cc2ccccc2)C(=O)OCc2ccccc2)cc1 → -10%[57.5 µM]

Next results:
SMILES	ERK EGF inh
Cc1ccc(C(=O)COC(=O)c2ccncc2)cc1[N+](=O)[O-]	-5%
O=C(NCc1ccco1)NC1CCCCC1	7%
O=c1cc(CSc2ccccc2)nc(-c2ccncc2)[nH]1	2%
COc1ccc(-n2c(SCc3cccnc3)nc3c(c2=O)SCC3)cc1OC	3%
O=C(Cc1cn(Cc2cccc(Cl)c2)c2ccccc12)N1CCCCCC1	-3%
O=C(Nc1ccc(Cl)c([N+](=O)[O-])c1)C(Sc1ccccc1)c1ccccc1 (stereo unspecified)	5%
COC(=O)C(C)(C)ONC(=O)Nc1ccc([N+](=O)[O-])cc1	13%
CCOC(=O)CSc1nc2cc3c(cc2cc1CC)OCCO3	-1%
CC(C)CCn1c(Sc2nc3ccccc3o2)nc2c1c(=O)[nH]c(=O)n2C	-4%
Cc1ccc(C(=O)/C=C/C(=O)O)cc1	7%
OCCC1CN(Cc2cc3c(cc2Cl)OCO3)CCN1Cc1ccccc1 (stereo unspecified)	3%[57.5 µM]
CCCC(=O)Nc1ncnc2c1ncn2C1OC2COP(=O)(O)OC2C1OC(=O)CCC (stereo unspecified)	-2%
CCCN1CCN(CCCNC(=O)c2cc3c(=O)[nH]c4ccccc4c3s2)CC1	-3%
Cc1cccc(OCC(=O)NCC(=O)N/N=C/c2cccs2)c1	-18%
O=C1c2cccc3c(N4CCCCC4)ccc(c23)C(=O)N1c1ccccc1O	0%
COc1c2ccoc2c(OC[C@@H](O)C(C)(C)O)c2oc(=O)ccc12	-3%
COc1ccc(C(=O)N2CCN=C2SC)cc1	-23%
COc1cc(C(=O)NNC(=O)c2ccoc2C)cc(OC)c1OC	-3%
c1cc(CNCC2CCCO2)ccn1 (stereo unspecified)	9%[57.5 µM]
